Wnt act – activators of Wnt/beta-catenin signaling. AID 743398. activation, % at 9.35 µM. Wnt/beta-catenin reporter cell assay, activator, plate reader. hit rate 1.2% among 300,000; in the data active = activation above about 30%, passing the limit was not always enough;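 note: 0% = neutral control wells and 100% = positive control wells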
NSD2 inh – NSD2 (human) methyltransferase inhibition | hit rate 0.54% among 310,000 | inhibition, % at 12.5 µM | O96028 | NSD2 peptide methylation, AlphaScreen, 120 min; in the data active = inhibition above about 50%
Target sequence (O96028 whole entry, looked up): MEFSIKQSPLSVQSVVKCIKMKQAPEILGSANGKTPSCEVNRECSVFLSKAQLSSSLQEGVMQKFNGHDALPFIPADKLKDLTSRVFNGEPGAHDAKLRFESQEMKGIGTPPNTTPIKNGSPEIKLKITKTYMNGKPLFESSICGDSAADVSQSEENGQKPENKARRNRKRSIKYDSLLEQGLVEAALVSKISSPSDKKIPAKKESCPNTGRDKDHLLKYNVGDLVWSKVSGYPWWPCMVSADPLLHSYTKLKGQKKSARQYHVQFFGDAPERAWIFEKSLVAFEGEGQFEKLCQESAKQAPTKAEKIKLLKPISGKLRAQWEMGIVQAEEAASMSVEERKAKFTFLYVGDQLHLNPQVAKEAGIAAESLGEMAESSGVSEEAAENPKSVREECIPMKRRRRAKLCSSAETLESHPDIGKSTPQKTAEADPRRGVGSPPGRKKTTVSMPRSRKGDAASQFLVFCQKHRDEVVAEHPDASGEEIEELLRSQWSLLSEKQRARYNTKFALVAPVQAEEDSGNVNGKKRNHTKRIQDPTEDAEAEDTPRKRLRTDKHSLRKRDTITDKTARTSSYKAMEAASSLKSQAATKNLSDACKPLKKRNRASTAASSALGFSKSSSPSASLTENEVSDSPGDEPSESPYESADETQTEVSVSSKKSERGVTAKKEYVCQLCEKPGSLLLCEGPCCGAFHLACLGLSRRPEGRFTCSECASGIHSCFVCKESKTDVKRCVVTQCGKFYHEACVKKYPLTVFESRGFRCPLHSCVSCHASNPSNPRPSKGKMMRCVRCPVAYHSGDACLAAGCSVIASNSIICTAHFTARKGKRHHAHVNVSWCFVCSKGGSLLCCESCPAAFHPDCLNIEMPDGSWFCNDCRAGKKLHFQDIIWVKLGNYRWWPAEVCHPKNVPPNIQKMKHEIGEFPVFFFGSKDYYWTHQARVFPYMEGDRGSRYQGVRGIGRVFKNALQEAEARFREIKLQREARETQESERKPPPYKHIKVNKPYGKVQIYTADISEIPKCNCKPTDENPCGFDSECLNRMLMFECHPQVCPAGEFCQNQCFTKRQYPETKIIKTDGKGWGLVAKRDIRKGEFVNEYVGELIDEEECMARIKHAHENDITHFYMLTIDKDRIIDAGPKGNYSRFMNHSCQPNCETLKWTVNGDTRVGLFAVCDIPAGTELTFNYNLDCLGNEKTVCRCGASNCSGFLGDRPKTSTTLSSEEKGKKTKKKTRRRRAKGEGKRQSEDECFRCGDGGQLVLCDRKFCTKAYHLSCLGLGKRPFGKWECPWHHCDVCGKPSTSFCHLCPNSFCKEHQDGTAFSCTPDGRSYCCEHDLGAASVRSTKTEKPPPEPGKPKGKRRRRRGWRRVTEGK
Starred values were filed as active, the others as inactive. The list is partial; the hit share may differ from the screen's.

NSD2 inh	Wnt act	structure
-2	-3	CCc1nc2c(OCCOc3ccccc3)cccn2c1N(C=O)Cc1ccc(OC)cc1
4	4	CCC(=O)N1CCC1(C)C(=O)NS(=O)(=O)c1cccc(C#N)c1 (centres undefined)
8	0	NC(Cc1ccc(Cl)cc1)c1csc(Nc2ccc(C(=O)NCCCO)cn2)n1 (centres undefined)
-6	-2	COc1ccc(-c2ccc(C(=O)Nc3cc(OC)c(OC)c(OC)c3)c3occc23)c(C)c1
-1	-1	CC1(Cc2cc(Cl)ccc2C(F)(F)F)C(=O)Nc2cc(-c3ccccc3Cl)ccc21 (centres undefined)
0	-1	CC(=O)c1cccc(-c2ccnc3c2CC(C(=O)NCCc2ccccc2)O3)c1 (centres undefined)
0	-1	CCc1nc2c(OCCn3cccc3)cccn2c1N(C=O)Cc1ccc(OC)cc1
3	0	Clc1ccccc1Nc1nc(NCC2CC2)nc2ccsc12
0	0	CCc1nc2c(OCC(=O)C(C)(C)C)cccn2c1N(C)C(=O)c1ccco1
-2	0	Cc1cc(F)ccc1-c1cc(C(=O)NCc2cccc(C(F)(F)F)c2)[nH]n1
3	-1	Cc1ccc(S(=O)(=O)Nc2ccccc2NS(=O)(=O)c2ccc(C)cc2)cc1
-3	6	Cc1ccc(F)c(S(=O)(=O)NC(=O)C2(C)CCN2C(=O)Cc2ccccc2Cl)c1 (centres undefined)
2	-1	COc1ccc(S(=O)(=O)N2CCCCC2c2cc(C(=O)Nc3ccc(OC)cc3C)no2)cc1 (centres undefined)
-5	3	O=C(NC1CCCCC1)c1ccc(-c2cn[nH]c2)c2ccoc12
24	-7	CCOC(=O)Cn1c(=O)c2c(nc3n2CCN3c2ccc(C)cc2)n(C)c1=O
5	-1	CSc1nc2c(=O)[nH]cnc2s1
7	-1	O=C(NCc1cccnc1)c1cc(C2CCCN(S(=O)(=O)c3cccs3)C2)on1 (centres undefined)
-1	8	COCCNc1ncnc2c1ncn2[C@H]1CN(Cc2ccccc2)C[C@@H](CO)O1
-4	-3	COC(=O)N1CCCCC1c1cc(C(=O)NCc2ccc(F)cc2)no1 (centres undefined)
0	-4	O=C(NC(c1ccc(Cl)cc1)c1ccsc1)C1CCN(Cc2cccc(C(F)(F)F)c2)CC1 (centres undefined)
-1	-1	COc1ccccc1CNC(=O)Nc1nc(C(N)CCc2ccccc2)cs1 (centres undefined)
-1	21	Cc1ccc(CNC(=O)c2ccc3nc4[nH]c5ccccc5c4nc3c2)cc1
2	0	Cc1nc2c(OCCOc3ccc(F)cc3)cccn2c1N(C)C(=O)CCC1CCCC1
1	0	COc1cnc(-c2cccc(C(F)(F)F)c2)c(NC(=O)c2cc3ccccc3s2)n1
-4	-5	CC1(C(=O)NS(=O)(=O)c2ccccc2)CCN1C(=O)c1cccc2ccccc12 (centres undefined)
-2	-2	CCNC(=O)C1(C)CCCN1Cc1ccccc1Cl (centres undefined)
-2	2	CCSCc1nnc(SCC(=O)Nc2nc(C)cs2)n1C
2	13	N#C/C(=C\c1ccc(OCc2ccccc2)cc1)C(=O)Nc1ccc(C(=O)O)cc1
-1	0	CCCNC(=O)C1(C)CCN(C(=O)c2ccc(F)c(Cl)c2)C1 (centres undefined)
0	-1	CCOc1ccc(Cl)cc1-c1cc(C(=O)NCCOC)[nH]n1
-1	-2	O=C(c1cc2ccccc2c(=O)o1)N1CCCC1
1	-1	COc1ccc(NC(=O)c2cccc(C(=O)Nc3ccc(OC)cc3)n2)cc1
5	0	COc1ccc(C(O)c2ncc(-c3cccc4ccccc34)[nH]2)cc1F (centres undefined)
0	-3	COC(=O)[C@@]12C[C@@H](CC(=O)N3CCCCC3)C(=O)N(CCc3ccc(OC)c(OC)c3)C1=CCC(C)(C)C2
1	2	CN(C)Cc1csc(NC(=O)Nc2ccccc2-c2ccccc2)n1
0	6	COc1ccccc1-c1cc(NC(C)=O)c2ncc(-c3cccc(C(C)=O)c3)n2c1
2	-2	CC1=C(C(=O)N2CCCCCC2)CC(CC(=O)NC2CCCCC2)C(=O)N1CCC1=CCCCC1 (centres undefined)
5	0	CCCOc1ccc(F)cc1-c1cc(C(=O)NCc2cc(OC)cc(OC)c2)[nH]n1
2	0	COc1cc(NC(=O)Nc2nnc([C@H]3C[C@H](O)[C@@H](CO)O3)s2)cc(OC)c1
0	-1	CCN(CC)c1ncnc2c1ncn2[C@H]1CN(Cc2ccncc2)C[C@@H](CO)O1
-1	-2	CC1=C(C(=O)N2CCCCCC2)CC(CC(=O)NCCN2CCOCC2)C(=O)N1CCC1=CCCCC1 (centres undefined)
-1	-2	COc1cc2c(c(OC)c1OC)[C@@]1(c3ccccc3)CCCCC[C@H]1[C@@H]2NC(=O)C(F)(F)F
1	1	CC1(C(=O)NS(=O)(=O)c2cccc(OC(F)F)c2)CCN1C(=O)c1cccc(F)c1 (centres undefined)
-1	-1	CC(=O)NC(c1ccc(F)c(F)c1)c1nc(-c2cccc(C(C)C)c2)cs1 (centres undefined)
8	1	COCCNC(=O)C1(C)Cc2c(-c3ccc(N(C)C)cc3)ccnc2O1 (centres undefined)
5	-2	CCCCN1C(=O)C(CC(=O)NCc2ccco2)CC(C(=O)N2CCCCCC2)=C1C (centres undefined)
1	-2	O=C(Oc1ccccc1O)c1cccc2ccccc12
4	-1	CN1C2C=CC(=O)C1C1C(=O)N(c3ccccc3)C(=O)C12 (centres undefined)
17	-6	COc1ccc(NC(=O)c2cc(C3CCCCN3S(=O)(=O)c3cn(C)cn3)on2)c(C)c1 (centres undefined)
-1	-2	Cc1ccc(S(=O)(=O)Nc2ccc(Nc3nccn4c(-c5ccccc5Oc5ccccc5)cnc34)cc2)cc1
9	-2	CC(=O)Nc1cccc(-c2ccnc3c2CC(C(=O)NCc2ccc(N4CCN(C)CC4)cc2)O3)c1 (centres undefined)
0	-2	CN1CCN2c3ccccc3CC(C#N)(C#N)C2C1 (centres undefined)
-3	-4	COCCNc1nc(Nc2ccccc2Cl)c2sc(-c3ccccc3)cc2n1
2	-2	CCc1nc2c(OCc3ccccc3C)cccn2c1N(C)C(=O)c1ccc(C)cc1
-1	0	Cc1cc(C)c(C(O)c2ncc(-c3cccc4ccccc34)[nH]2)c(C)c1 (centres undefined)
3	19	O=C(CCNC(=O)c1ccco1)Nc1nc(-c2ccccc2)cs1
-2	2	CC(=O)c1cccc(-c2cnc3c(NC=O)cc(-c4ccccc4)cn23)c1
3	-5	O=C(CCc1ccccc1)NNC(=S)NC(=O)c1ccc(Cl)cc1
-1	-3	CCCCNC(=O)C1(C)CCCCN1C(=O)c1sccc1C (centres undefined)
0	2	COCc1cccc(-c2csc(C(NC(C)=O)c3cccc(OC)c3)n2)c1 (centres undefined)

Next results
NSD2 inh	Wnt act	structure
4	1	COc1cccc(-c2cnc(C(O)c3ccc(Cl)cc3)[nH]2)c1 (centres undefined)
-2	-2	COc1cccc(-c2cc(NC=O)c3ncc(-c4ccc(F)c(Cl)c4)n3c2)c1
-4	34*	COc1cc(C=NN=c2sc3ccccc3n2C)ccc1OCCO
-5	-1	O=C(NCc1ccccc1)C1C(c2ccc3c(c2)OCO3)=Nc2ccccc2N1C(=O)c1cccc2ccccc12 (centres undefined)
-1	-1	CC1(C(=O)NS(=O)(=O)c2ccccc2)CCN1C(=O)CCc1ccccc1 (centres undefined)
-2	-3	CC1(C(=O)Nc2cccc(Oc3ccccc3)c2)CCN1Cc1ccccc1OC(F)F (centres undefined)
8	-1	Cc1cccnc1C(NC(=O)C1CCN(CCCc2ccccc2)CC1)c1ccc(Cl)cc1 (centres undefined)
6	0	OC(c1ccc(Cl)c(F)c1)c1ncc(-c2ccc(F)cc2)[nH]1 (centres undefined)
2	-2	COc1ccccc1COc1cccn2c(N(C)C(=O)CCC3CCCC3)c(C)nc12
1	2	CCCN1CCCCC(NC(=O)c2ccccc2C)C1=O (centres undefined)
3	-1	COc1cc(Cl)ccc1OC1(C)CCN(Cc2cccc(OC)c2OC)C1 (centres undefined)
2	4	CCc1nc2c(OCC(=O)c3ccc(F)cc3)cccn2c1N(C)C(=O)c1cccs1
0	11	FC(F)(F)c1ccccc1NC(=S)NN=C1CCCCCC1
-4	-3	CC(C)c1cccc(-c2csc(C(O)c3ccc(F)cc3)n2)c1 (centres undefined)
-7	0	CC(=O)Nc1cccc(-c2ccnc3c2CC(C)(C(=O)NCc2cccc(Cl)c2)O3)c1 (centres undefined)
-3	-3	CC(O)(c1ccc(F)c(F)c1)c1nc(-c2ccccc2)cs1 (centres undefined)
-3	-2	COc1ccc(C(C)(O)c2nc(-c3ccccc3)cs2)cc1 (centres undefined)
-1	1	O=S(=O)(c1cccs1)N1CCCc2nc(-c3ccccc3)ccc21
-6	-2	NC(Cc1ccc(Cl)cc1)c1csc(NC(=O)Nc2ccccc2-c2ccccc2)n1 (centres undefined)
-5	-5	CN1CCN(c2cc(-c3cccc(C(=O)O)c3)nc3ccnn23)CC1
2	-2	C=C1C(=O)OC2C1CCC(C)=CCCC1(C)OC21 (centres undefined)
0	4	NC(=O)c1cccc(-c2cccc3nccn23)c1
2	-1	COCCNC(=O)C1(C)CCCN(C(=O)c2ccc(C(F)(F)F)cc2)C1 (centres undefined)
0	-3	Cc1ccc(NC(=O)C2(C)CCN2C(=O)C2CCCCC2)cc1C (centres undefined)

A different layout for part of the listing above:
| compound | NSD2 inh | Wnt act |
| --- | --- | --- |
| COc1cccc(-c2cc(NC=O)c3ncc(-c4ccc(F)c(Cl)c4)n3c2)c1 | -2 | -2 |
| COc1cc(C=NN=c2sc3ccccc3n2C)ccc1OCCO | -4 | 34* |
| O=C(NCc1ccccc1)C1C(c2ccc3c(c2)OCO3)=Nc2ccccc2N1C(=O)c1cccc2ccccc12 (centres undefined) | -5 | -1 |
| CC1(C(=O)NS(=O)(=O)c2ccccc2)CCN1C(=O)CCc1ccccc1 (centres undefined) | -1 | -1 |
| CC1(C(=O)Nc2cccc(Oc3ccccc3)c2)CCN1Cc1ccccc1OC(F)F (centres undefined) | -2 | -3 |
| Cc1cccnc1C(NC(=O)C1CCN(CCCc2ccccc2)CC1)c1ccc(Cl)cc1 (centres undefined) | 8 | -1 |
| OC(c1ccc(Cl)c(F)c1)c1ncc(-c2ccc(F)cc2)[nH]1 (centres undefined) | 6 | 0 |
| COc1ccccc1COc1cccn2c(N(C)C(=O)CCC3CCCC3)c(C)nc12 | 2 | -2 |
| CCCN1CCCCC(NC(=O)c2ccccc2C)C1=O (centres undefined) | 1 | 2 |
| COc1cc(Cl)ccc1OC1(C)CCN(Cc2cccc(OC)c2OC)C1 (centres undefined) | 3 | -1 |
| CCc1nc2c(OCC(=O)c3ccc(F)cc3)cccn2c1N(C)C(=O)c1cccs1 | 2 | 4 |
| FC(F)(F)c1ccccc1NC(=S)NN=C1CCCCCC1 | 0 | 11 |
| CC(C)c1cccc(-c2csc(C(O)c3ccc(F)cc3)n2)c1 (centres undefined) | -4 | -3 |
| CC(=O)Nc1cccc(-c2ccnc3c2CC(C)(C(=O)NCc2cccc(Cl)c2)O3)c1 (centres undefined) | -7 | 0 |
| CC(O)(c1ccc(F)c(F)c1)c1nc(-c2ccccc2)cs1 (centres undefined) | -3 | -3 |
| COc1ccc(C(C)(O)c2nc(-c3ccccc3)cs2)cc1 (centres undefined) | -3 | -2 |
| O=S(=O)(c1cccs1)N1CCCc2nc(-c3ccccc3)ccc21 | -1 | 1 |
| NC(Cc1ccc(Cl)cc1)c1csc(NC(=O)Nc2ccccc2-c2ccccc2)n1 (centres undefined) | -6 | -2 |
| CN1CCN(c2cc(-c3cccc(C(=O)O)c3)nc3ccnn23)CC1 | -5 | -5 |
| C=C1C(=O)OC2C1CCC(C)=CCCC1(C)OC21 (centres undefined) | 2 | -2 |
